Source: PubChem BioAssay
Redox H2O2 prof: compounds producing H2O2 with reducing agent – biochemical, NIH compound library profiling, artefact control for MLSCN library redox annotation, primary screen | DTT-dependent redox cycling H2O2, phenol red/HRP absorbance; 100% = 100 µM peroxide control, 0% = buffer | activation, % at 10 µM | actives 0.03% (n = 200,000) | AID 878;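 active = activation of at least 50% relative to the plate's high and low controls in the primary single-dose screen; inactive = activation below 50%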;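 also: compound incubated with DTT at 0.8 mM final as the reducing agent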
G6PDH counter: inhibits Leuconostoc G6PDH, flagging false hits in G6PDH-based assays; Purified L. mesenteroides G6PDH, diaphorase/resazurin coupled fluorescence, 45 min; inhibition, % at 5 µM; actives 0.12% (n = 200,000); AID 1020; in the data active = inhibition above about 50%
APP 5'UTR act: activates APP 5'UTR luciferase reporter; actives 1% (n = 190,000); activation, % at 2 µM; SH-SY5Y APP 5'UTR luciferase reporter, luminescence; zero percent = DMSO vehicle wells;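 active = activation above a set limit, based on mean plus 3 SD of controls, cut at about 140% in these data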; also: values of inactives mirror those of a sister screen read the other way
NF-kB expr up: raises NF-kB expression in human neuronal cells | NF-kB reporter expression; active compounds read high | fold change at 12.5 µM | actives 1.6% (n = 190,000) | AID 1239; in the data active = fold change above about 3.3
APP transl inh: APP translation inhibition; SH-SY5Y APP 5'UTR-luciferase reporter, luminescence; inhibition, % at 2 µM; actives 0.82% (n = 190,000); AID 1285;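 active = inhibition above a set limit, derived from the sample mean plus 3 SD, cut at about 45% in these data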; also: values of inactives mirror those of a sister screen read the other way
FLuc inhib CS: Photinus pyralis luciferase inhibition counter-screen | ATPLite firefly luciferase biochemical luminescence, 10 min | P08659 | inhibition, % at 10 µM | actives 1.5% (n = 200,000);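 active = inhibition above about 50% when tested at 10 µM, limit read from the data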
Target sequence (P08659 whole entry, looked up): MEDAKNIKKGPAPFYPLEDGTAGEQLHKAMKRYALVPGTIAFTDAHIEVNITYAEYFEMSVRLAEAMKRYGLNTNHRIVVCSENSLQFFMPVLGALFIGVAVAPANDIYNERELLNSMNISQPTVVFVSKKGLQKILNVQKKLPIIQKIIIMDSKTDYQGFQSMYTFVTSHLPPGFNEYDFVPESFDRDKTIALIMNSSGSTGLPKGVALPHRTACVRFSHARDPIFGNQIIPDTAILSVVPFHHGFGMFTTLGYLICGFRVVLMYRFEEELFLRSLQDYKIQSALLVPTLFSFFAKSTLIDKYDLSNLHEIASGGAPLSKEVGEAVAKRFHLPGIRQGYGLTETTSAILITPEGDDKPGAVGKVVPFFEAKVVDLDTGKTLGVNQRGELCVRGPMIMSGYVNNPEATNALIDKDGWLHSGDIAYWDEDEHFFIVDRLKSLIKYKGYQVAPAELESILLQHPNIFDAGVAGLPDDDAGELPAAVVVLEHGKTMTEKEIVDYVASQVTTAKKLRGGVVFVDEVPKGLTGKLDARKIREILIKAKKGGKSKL
Hsp70 activator: Hsp70 transcriptional activation, primary screen | HeLa Hsp70 promoter luciferase reporter, luminescence; scaled: vehicle 0, proteasome-inhibitor control 100% | actives 0.04% (n = 200,000) | activation, % at 10 µM;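 active = activation above the mean across all tested compounds plus 3 SD, cutoff set per campaign, cut at about 5.5% in these data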;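 also: 100% = MG132 at 30 µM as the positive control and 0% = DMSO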
FLuc stim CS: firefly luciferase counter-screen for stimulation assays. AID 1027. activation factor at 10 µM. ATPlite luciferase biochemical, luminescence, 10 min; 0 = ATP-free wells, 1 = DMSO control. 200,000 tested, under 10 active;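 active = luciferase activation factor, scaled between plate controls, of at least 2 with compound at 10 µM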
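Assay system: Luciferase/luciferin detection reagent, cell-free biochemical luciferase assay / Read-out: luciferase activation / Benchmarks: No-ATP low control, compound-free enzyme-plus-ATP high control / Medium: PBS buffer for ATP / Detection: luminescence measurement of luciferase light output / Schedule: 10 min at ambient temperature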
HMGR II inh: E. faecalis class II HMG-CoA reductase inhibition; AID 1066; actives 0.41% (n = 190,000); purified E. faecalis HMGR, NADPH absorbance 340 nm kinetic; inhibition, % at 10 µM;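 active = inhibition above a set limit, the median over all tested compounds plus 3 SD, cut at about 9.5% in these data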;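 also: enzyme runs in reverse so mevalonate oxidation gives rising NADPH absorbance; 0% = complete reaction with DMSO and 100% = background rate lacking mevalonate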
STAT1 act: increases IFN-gamma driven STAT1 reporter signal. activation (% of control), % at 5.5 µM. actives 2.6% (n = 200,000). NIH 3T3 STAT1-luciferase reporter, luminescence; 100% = IFN-gamma alone, no compound;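 active = activation above the screen-wide mean activation plus 3 SD, cut at about 130% in these data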;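 also: raw ratio to IFN-gamma control signal so 100% means no change and 0% no light; values of inactives mirror those of a sister screen read the other way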
An asterisk follows results filed as active; nt = not tested or not shown.

Screens in order – Redox H2O2 prof | G6PDH counter | APP 5'UTR act | NF-kB expr up | APP transl inh | FLuc inhib CS | Hsp70 activator | FLuc stim CS | HMGR II inh | STAT1 act
- O=C(O/N=C1/CCSc2ccccc21)c1ccc(F)cc1
  -3.3 | 2 | 2 | 1.2 | -2 | 88* | -0.1 | 0.1 | 6 | 104
- CCCC(c1nnnn1CCOC)N(Cc1cc2cc(C)c(C)cc2[nH]c1=O)CC1CCCO1 (configuration not stated)
  -0.3 | -4 | 5 | 0.8 | -6 | -1 | -0.3 | 1 | -3 | 97
- O=C(NCc1cccnc1)C1CC2c3ccccc3C1c1ccccc12 (configuration not stated)
  -0.8 | 9 | 8 | 1.1 | -8 | -7 | -0.1 | 1.1 | -4 | 97
- Cc1csc(NC(=O)CS(=O)(=O)c2ccccc2)n1
  -0.2 | 7 | 10 | 1.6 | -10 | -2 | -0.3 | 1 | 6 | 108
- CCOC(=O)N1CCC(NC(=O)CCC(=O)N2CCOc3ccc(Cl)cc32)CC1
  -0.4 | 10 | 24 | 1 | -24 | 2 | 0.1 | 1 | -3 | 101
- COc1ccc(Cn2c(=O)[nH]c3cc(C(=O)Nc4ccc(N5CCN(C)CC5)cc4)ccc32)cc1
  0.5 | -7 | -10 | 1.3 | 10 | 2 | -0.3 | 1 | -4 | 103
- Cc1ccc(NC(=S)NCC(C)C)cc1
  -0.1 | 4 | 6 | 1.4 | -6 | 12 | -0.3 | 0.9 | 1 | 114
- Cn1c(CNc2ccc(Cl)cc2)nnc1SCc1ccccc1
  0.7 | 2 | 14 | 0.86 | -14 | -4 | -0.1 | 1 | -1 | 99
- O=C(c1cc2nc(-c3ccco3)cc(C(F)(F)F)n2n1)N1CCN(c2ccc(F)cc2)CC1
  -2.2 | 6 | -6 | 0.63 | 6 | -4 | 0.1 | 1 | 6 | 95
- COc1ccc(CCNC(=O)C(=O)NCc2ccccc2C)cc1OC
  -0.2 | 6 | 13 | 0.97 | -13 | -6 | -0.4 | 1.1 | -1 | 97
- COc1ccc(Cl)cc1C(=O)O/N=C(\N)c1ccc(Cl)cc1
  0.3 | 7 | 31 | 2.3 | -31 | 1 | -0.1 | 1 | 2 | 91
- Cc1ccccc1NC(=O)C1C2CCCC1C2c1ccccc1 (configuration not stated)
  2.2 | 10 | 7 | 0.98 | -7 | -4 | -0.4 | 1 | -3 | 93
- O=C1CC(Sc2nnc(-c3ccccc3O)o2)C(=O)N1c1ccccc1 (configuration not stated)
  -0.3 | 10 | -37 | 0.91 | 37 | -6 | 0.2 | 1.1 | -4 | 100
- COc1cc(C(=O)NCCC(=O)NCc2ccc3c(c2)OCO3)cc(OC)c1OC
  0.0 | 2 | 7 | 1.3 | -7 | -8 | -0.2 | 1.1 | -5 | 99
- O=C(NCCc1c[nH]c2ccccc12)c1c(Cl)nc2sccn12
  -1.4 | 0 | 11 | 1.3 | -11 | 0 | -0.3 | 1 | -1 | 112
- COCCCNC(=O)Nc1ccc2c(c1)N(C)C(=O)CS2
  0.1 | -2 | nt | 1.1 | nt | -4 | 0.2 | 1 | 3 | 109
- O=C(NN1CCN(Cc2ccccc2Cl)CC1)c1ccc(Cl)cc1
  -0.1 | 11 | -13 | 1.2 | 13 | -3 | -0.1 | 1 | -1 | 109
- C#CCOCCOCCOCCNc1nc(N2CCOCC2)nc(N2CCN(C(=O)[C@H](Cc3cc4ccccc4[nH]3)n3cc([C@@H](N)C(C)CC)nn3)CC2)n1 (some centres not stated)
  -1.7 | 13 | -5 | 0.62 | 5 | -9 | -0.2 | 1.1 | -1 | 97
- CC(C)(C)NC(=O)C1Cc2ccccc2CN1C(=O)Nc1ccccc1Cl (configuration not stated)
  1.5 | 2 | 14 | 0.96 | -14 | -8 | -0.2 | 1.1 | 2 | 95
- CC(Oc1ccccc1)C(=O)NNS(=O)(=O)c1ccc([N+](=O)[O-])cc1 (configuration not stated)
  -0.6 | 7 | 7 | 1.3 | -7 | -8 | 0.4 | 1.1 | -2 | 88
- Cc1cc(C(=O)NCc2ccccc2Br)no1
  1.1 | -2 | 15 | 1.3 | -15 | 4 | -0.2 | 1 | -1 | 98
- Cc1ccc(-c2nc3cc(Cl)ccc3o2)cc1
  0.5 | 0 | 27 | 8.5* | -27 | 86* | -0.1 | 0.1 | -2 | 162*
- O=C(CCCCCCCC(=O)c1ccccc1)c1ccccc1
  0.3 | 12 | -3 | 1 | 3 | -5 | -0.1 | 1.1 | -2 | 93
- CCN(CC)C(C(=O)Nc1ccc2c(c1)OCO2)c1ccccc1 (configuration not stated)
  0.3 | 9 | -2 | 1.1 | 2 | -2 | -0.1 | 1 | -4 | 93
- COc1ccccc1NC(=O)N1CCCC1C(=O)NCc1ccc(F)cc1 (configuration not stated)
  0.0 | -2 | 0 | 1.2 | 0 | -1 | -0.2 | 1 | 0 | 97
- Cc1ccc(S(=O)(=O)N2CCC(=O)N(C(COCc3cccc(C)c3)C(C)C)CC2)cc1 (configuration not stated)
  0.5 | 16 | 16 | 0.49 | -16 | -7 | -0.3 | 1.1 | -6 | 94
- CSCCC(NC(=O)C1CCC(C)CC1)C(=O)OCC(=O)c1ccc(Cl)cc1 (configuration not stated)
  -0.1 | -1 | -4 | 1.1 | 4 | -2 | -0.4 | 1 | 8 | 99
- COc1ccc(CCNC(=O)CCC(=O)N2CCN(S(=O)(=O)c3ccccc3)CC2)cc1OC
  1.0 | 3 | 4 | 1.1 | -4 | -1 | 0.0 | 1 | -2 | 103
- CC(C)CC(=O)NC(=S)Nc1cc(C(=O)O)ccc1Cl
  0.3 | 10 | 18 | 1 | -18 | -3 | -0.5 | 1 | -2 | 89
- O=C(c1ccc(Cl)cc1)c1ccc(CN2C(=O)c3ccccc3C2=O)o1
  2.3 | 5 | -18 | 1.4 | 18 | -3 | -0.4 | 1 | 1 | 100

Already shown: entries from further up.
Screens in order – Redox H2O2 prof | G6PDH counter | APP 5'UTR act | NF-kB expr up | APP transl inh | FLuc inhib CS | Hsp70 activator | FLuc stim CS | HMGR II inh | STAT1 act
- CC(C)(C)NC(=O)C1Cc2ccccc2CN1C(=O)Nc1ccccc1Cl (configuration not stated)
  1.5 | 2 | 14 | 0.96 | -14 | -8 | -0.2 | 1.1 | 2 | 95
- CC(Oc1ccccc1)C(=O)NNS(=O)(=O)c1ccc([N+](=O)[O-])cc1 (configuration not stated)
  -0.6 | 7 | 7 | 1.3 | -7 | -8 | 0.4 | 1.1 | -2 | 88
- Cc1cc(C(=O)NCc2ccccc2Br)no1
  1.1 | -2 | 15 | 1.3 | -15 | 4 | -0.2 | 1 | -1 | 98
- Cc1ccc(-c2nc3cc(Cl)ccc3o2)cc1
  0.5 | 0 | 27 | 8.5* | -27 | 86* | -0.1 | 0.1 | -2 | 162*
- O=C(CCCCCCCC(=O)c1ccccc1)c1ccccc1
  0.3 | 12 | -3 | 1 | 3 | -5 | -0.1 | 1.1 | -2 | 93
- CCN(CC)C(C(=O)Nc1ccc2c(c1)OCO2)c1ccccc1 (configuration not stated)
  0.3 | 9 | -2 | 1.1 | 2 | -2 | -0.1 | 1 | -4 | 93
- COc1ccccc1NC(=O)N1CCCC1C(=O)NCc1ccc(F)cc1 (configuration not stated)
  0.0 | -2 | 0 | 1.2 | 0 | -1 | -0.2 | 1 | 0 | 97
- Cc1ccc(S(=O)(=O)N2CCC(=O)N(C(COCc3cccc(C)c3)C(C)C)CC2)cc1 (configuration not stated)
  0.5 | 16 | 16 | 0.49 | -16 | -7 | -0.3 | 1.1 | -6 | 94
- CSCCC(NC(=O)C1CCC(C)CC1)C(=O)OCC(=O)c1ccc(Cl)cc1 (configuration not stated)
  -0.1 | -1 | -4 | 1.1 | 4 | -2 | -0.4 | 1 | 8 | 99

Additional results follow.
Screens in order – Redox H2O2 prof | G6PDH counter | APP 5'UTR act | NF-kB expr up | APP transl inh | FLuc inhib CS | Hsp70 activator | FLuc stim CS | HMGR II inh | STAT1 act
- COC(=O)c1sc2ccccc2c1NC(=O)c1ccc(S(=O)(=O)N2CCC(C)CC2)cc1
  0.2 | -24 | 14 | 0.8 | -14 | -6 | -0.3 | 1.1 | 0 | 109
- COc1ccccc1C(=O)NCCc1nc2ccccc2n1C
  nt | -1 | nt | 1.1 | nt | -4 | nt | 1 | -4 | nt
- CC(=O)N(C)c1nc(-c2ccc(Cl)cc2)cs1
  0.6 | -6 | 10 | 1.2 | -10 | -3 | -0.1 | 1 | -7 | 123
- CCCCNC(=O)C1=C(N)C(C(=O)Nc2ccc(C)c(S(=O)(=O)N3CCCCC3)c2)SC1=Nc1ccc(C)cc1C (configuration not stated)
  0.4 | 5 | -1 | 1.1 | 1 | 0 | -0.2 | 1 | -1 | 100
- COc1ccc(CNC(=O)CS(=O)Cc2nc(-c3ccccc3C)oc2C)cc1 (configuration not stated)
  -0.8 | 16 | nt | 1 | nt | -2 | 0.5 | 1 | -7 | 101
- Cc1ccc(S(=O)(=O)Nc2ccncc2)c(C)c1N(C)S(=O)(=O)c1ccc(F)cc1
  -0.1 | -3 | 11 | 1.1 | -11 | -9 | -0.3 | 1.1 | -3 | 101
- C/C(CCC(C)C)=N\Nc1cc(C)c2ccccc2n1
  0.1 | 6 | 25 | 1.4 | -25 | 10 | 0.5 | 0.9 | 0 | 106
- O=C(C1=C[C@H](C2CC2)C[C@H](OCc2ccc(CO)cc2)O1)N1CCN(Cc2ccccc2)CC1
  0.6 | 11 | 5 | 0.79 | -5 | -13 | 0.0 | 1.1 | -12 | 97
- COC(=O)C1C(=O)c2c([nH]c(C(=O)OC3CCCCC3)c2C)CC1C (configuration not stated)
  -0.2 | -25 | 124 | 1.6 | -124 | 25 | -0.1 | 0.7 | -8 | 125
- CCn1c2ccccc2c2cc(NC(=O)C(C)Oc3ccccc3)ccc21 (configuration not stated)
  -8.9 | 11 | 1 | 1.2 | -1 | -4 | 0.3 | 1 | -7 | 90
- O=[N+]([O-])c1ccc(N2CCOCC2)cc1N1CCCCC1
  -0.8 | 2 | 21 | 1 | -21 | 2 | -0.4 | 1 | -1 | 100
- COc1cccc(NC(=O)COC(=O)CNS(=O)(=O)c2c(F)cccc2F)c1
  0.4 | 1 | 9 | 1.1 | -9 | -4 | -0.3 | 1 | -6 | 99
- O=C(NC1(C(F)(F)F)NC(=O)N(Cc2cccnc2)C1=O)c1ccccc1 (configuration not stated)
  2.2 | 0 | -20 | 0.97 | 20 | -6 | -0.3 | 1.1 | -4 | 108
- CC(C)c1ccc(NC(=O)C(c2ccccc2)N2CC(=O)Nc3ccccc32)cc1 (configuration not stated)
  2.4 | 21 | 38 | 0.64 | -38 | 5 | 0.3 | 0.9 | 3 | 109
- COC(=O)C1=C(C)N(C)C(=O)NC1c1ccc(C)cc1 (configuration not stated)
  -0.1 | 4 | -8 | 1.1 | 8 | -10 | -0.1 | 1.1 | -2 | 101
- CC1CCC(NC(=O)C2CCN(C(=O)NC3CCCCC3)CC2)CC1 (configuration not stated)
  0.9 | 7 | 11 | 1.1 | -11 | 0 | -0.4 | 1 | 3 | 98
- CC(C)N(C(=O)CS(=O)(=O)c1ccc(Cl)c(Cl)c1)C(C)C
  -0.4 | 5 | -4 | 0.86 | 4 | -6 | -0.3 | 1.1 | -2 | 96
